Screening results deposited in PubChem BioAssay by several laboratories.
HRas wt GTP = modulators of GTP binding to human HRas wildtype | P01112 | GST-Ras wt beads, Bodipy-FL-GTP binding, flow cytometry; actives lie on both sides | GTP binding activity, % at 10 µM | hit rate 0.14% among 190,000;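 active means GTP binding activity at least 20% away from the 100% baseline, either lowered as inhibitor or raised as activator; inconclusive means flagged as likely green fluorescent, judged across all proteins in the well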;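 further: 0% = unlabeled GTP competition control and 100% = no-compound control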
Target sequence (P01112 whole entry, looked up): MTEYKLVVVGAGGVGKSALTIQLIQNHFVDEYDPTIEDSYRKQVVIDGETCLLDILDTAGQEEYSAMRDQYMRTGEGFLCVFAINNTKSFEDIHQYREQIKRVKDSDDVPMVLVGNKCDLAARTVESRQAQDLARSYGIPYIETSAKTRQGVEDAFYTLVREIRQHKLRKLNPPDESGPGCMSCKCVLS
Pf gamet viab = P. falciparum stage V gametocyte viability inhibition | P. falciparum stage V gametocytes, ATP luminescence, 24 h | inhibition, % at 10.9 µM | hit rate 0.065% among 150,000 | AID 743093;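 active means inhibition above the mean plus 3 SD of compounds within the control limits, set per campaign, cut at about 38% in these data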;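 further: 0% = DMSO wells and 100% = medium only without gametocytes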
Mcl1 Bid PPI = disrupts binding of human Mcl-1 to Bid peptide. Q07820. TR-FRET Mcl-1/Bid-Dy647 peptide binding, 1536-well. inhibition, % at 21.7 µM. hit rate 0.97% among 220,000. AID 1021;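 active means compounds that cut the binding signal by more than half at the single screening dose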;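 further: His-tagged Mcl-1 with europium anti-His antibody binding Bid BH3 peptide; 0% = Mcl-1 plus peptide wells and 100% = peptide-only wells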
Target sequence (Q07820 whole entry, looked up): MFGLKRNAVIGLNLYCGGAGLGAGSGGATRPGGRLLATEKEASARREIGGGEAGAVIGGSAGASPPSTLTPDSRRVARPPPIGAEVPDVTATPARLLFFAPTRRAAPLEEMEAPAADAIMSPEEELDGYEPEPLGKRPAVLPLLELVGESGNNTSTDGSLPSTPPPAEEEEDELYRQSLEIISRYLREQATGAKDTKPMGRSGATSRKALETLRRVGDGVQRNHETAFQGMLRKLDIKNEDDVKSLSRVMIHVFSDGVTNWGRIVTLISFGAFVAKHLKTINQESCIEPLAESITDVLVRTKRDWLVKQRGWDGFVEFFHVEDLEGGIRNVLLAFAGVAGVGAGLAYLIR
GSH bead fluor = GSH bead compound fluorescence profile | fluorescence (KMESF) at 10 µM | hit rate 0.25% among 190,000 | GSH beads flow cytometry, compound fluorescence 488/530 nm; active compounds read high; in the data active means fluorescence above about 89;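 further: glutathione beads carrying GST-tagged Bcl family fusion proteins plus one bare bead set; values are compound well signal with DMSO vehicle wells as background; inactives centre near 16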
Avidin fluor = compound fluoresces at 488/530 nm on avidin beads; compound fluorescence 488/530 nm, flow cytometry; active compounds read high; fluorescence (KMESF) at 10 µM; hit rate 0.38% among 220,000; in the data active means fluorescence above about 47; further: inactives centre near 10
Rab7 wt modul = alters GTP binding to wildtype dog Rab7 | GST-Rab7 beads, fluorescent GTP binding, flow cytometry; actives lie on both sides; untreated = 100%, excess cold GTP = 0% | GTP binding activity (percent of control), % at 10 µM | hit rate 0.055% among 190,000 | AID 758;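 active means fluorescent GTP binding to Rab7 beads changed by at least 20 points from the 100% baseline, either direction, mostly lower; inconclusive means compound itself probably fluorescent, or too few beads counted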;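 further: median green fluorescence of bound Bodipy-FL-GTP per Rab7 bead population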
Rac1 act GTP bind = alters GTP binding to activated mutant human Rac1. P63000. hit rate 0.11% among 190,000. GST-Rac1 activated beads, fluorescent GTP binding, flow cytometry; actives lie on both sides; 100% means binding = to untreated wells. percent activity (GTP binding), % at 10 µM;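 active means GTP binding at least 20 percentage points away from the 100% baseline, in either direction, so actives lie on both sides; inconclusive means Compound likely fluorescent itself, or too few beads counted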
Rac1 wt modul = modulators of human Rac1 wildtype GTP binding | hit rate 0.27% among 190,000 | GST-Rac1 beads, fluorescent GTP binding, flow cytometry; actives lie on both sides; 0 = cold GTP competed, 100 = untreated | P63000 | GTP binding activity (% of control), % at 10 µM;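 active means GTP binding activity at least 20 points away from the 100% control level, either lower or higher; inconclusive means compound flagged as likely green fluorescent, judged across all proteins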
Mcl1 Noxa PPI = Mcl-1/Noxa interaction inhibition. Q07820. TR-FRET Mcl-1/Noxa peptide binding, 2 h. inhibition, % at 21.7 µM. hit rate 1.5% among 220,000;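 active means compounds that cut the protein-peptide binding signal by more than 50% relative to plate controls in a single-dose test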;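 further: His-tagged Mcl-1 with rhodamine Noxa BH3 peptide and terbium anti-His antibody; 0% = Mcl-1 plus Noxa peptide wells and 100% = peptide-only wells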
Cdc42 wt = human Cdc42 wildtype GTP binding change, either direction; P60953; hit rate 0.2% among 190,000; AID 761; percent activity (GTP binding), % at 10 µM; GST-Cdc42 beads, Bodipy-GTP binding, flow cytometry; actives lie on both sides;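 active means percent activity GTP binding at least 20 points away from the 100% baseline, either down as inhibitor or up as activator; inconclusive means compound flagged as likely green fluorescent from well-wide comparison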;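 further: median bead fluorescence of bound Bodipy-FL-GTP at 100 nM; 0% = excess unlabeled GTP control and 100% = no compound control; below 100% means less GTP binding so inhibitor and above means activator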
Target sequence (P60953 whole entry, looked up): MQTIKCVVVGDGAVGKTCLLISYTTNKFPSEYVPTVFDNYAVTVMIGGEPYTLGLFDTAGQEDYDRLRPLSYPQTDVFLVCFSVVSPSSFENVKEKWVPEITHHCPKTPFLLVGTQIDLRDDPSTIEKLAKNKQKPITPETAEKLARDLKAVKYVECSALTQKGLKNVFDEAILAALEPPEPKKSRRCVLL
Rab2 wt GTP = changes GTP binding to wildtype dog Rab2A, up or down | P61105 | GST-Rab2 wt beads, Bodipy-GTP binding, flow cytometry | GTP binding activity, % at 10 µM | hit rate 0.19% among 190,000;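 active means GTP binding activity at least 20 points away from 100%, either lowered or raised; inconclusive means signal likely due to the compound's own green fluorescence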;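 further: 0% = beads with excess unlabeled GTP and 100% = no-compound control corrected for plate trend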
Starred values were filed as active, the others as inactive; ? = inconclusive; / = not tested or not shown.

1. CC(C)NC(=O)CC(=O)N/N=C/c1cccs1
2. COC(=O)C(NC(=O)c1ccccc1)(Nc1nccs1)C(F)(F)F (stereo not given)
3. CC(C)(C)c1ccc(OCc2nc(-c3ccccn3)no2)c(Br)c1
4. c1cnc(SCCOc2cccc3ccccc23)nc1
5. O=C(N/N=C/c1coc2ccccc2c1=O)c1cc(O)cc(O)c1
6. COc1ccc(CN(C)C2CCCCC2)c(C)c1C
7. COc1ccc(Nc2nccc(N(C)C)c2C#N)cc1
8. Cc1cc(C(=O)Nc2sc3c(c2C#N)CCC3)no1

Compound	1	2	3	4	5	6	7	8
HRas wt GTP	96	98	95	99	94	?	97	89
Pf gamet viab	-7	/	/	/	-29	/	4	/
Mcl1 Bid PPI	-3	5	15	-3	-13	4	-18	-15
GSH bead fluor	11	37	35	43	12	46	10	19
Avidin fluor	11	8	7	14	8	5	8	9
Rab7 wt modul	94	96	95	97	91	?	94	85
Rac1 act GTP bind	95	95	96	93	95	?	93	91
Rac1 wt modul	96	96	99	101	97	?	97	86
Mcl1 Noxa PPI	-8	9	-6	5	14	6	-11	/
Cdc42 wt	96	98	95	99	93	?	94	92
Rab2 wt GTP	97	95	96	97	96	?	96	89

9. O=C1Nc2ccc(Br)cc2C1(O)Cc1ccncc1 (stereo not given)
10. S=C(N/N=C/c1ccccc1Cl)Nc1ccccc1
11. NS(=O)(=O)c1cccc(NC(=O)COC(=O)COc2ccc3ccccc3c2)c1
12. CCn1cc(C(C)NC(=O)Nc2ccccc2C(=O)OC)c(C)n1 (stereo not given)
13. CCCNc1cc(C)oc(=O)c1C(=O)CCC
14. Cc1ccc2c(c1)-c1c(ssc1=S)C(C)(C)N2C(=O)CSC1=NCCS1
15. CC(C)CNC(=O)CN(C1CCCCC1)S(=O)(=O)c1ccccc1
16. COc1ccc(CCC2(C)NC(=O)NC2=O)cc1 (stereo not given)

Compound	9	10	11	12	13	14	15	16
HRas wt GTP	97	97	100	98	100	101	103	105
Pf gamet viab	/	-11	/	-26	/	/	/	2
Mcl1 Bid PPI	-15	-21	-6	-6	0	-11	0	-6
GSH bead fluor	35	14	14	20	8	33	21	8
Avidin fluor	11	25	11	7	10	4	34	10
Rab7 wt modul	97	100	106	105	97	103	102	105
Rac1 act GTP bind	97	98	94	94	99	100	100	101
Rac1 wt modul	98	100	99	100	103	101	104	110
Mcl1 Noxa PPI	/	20	3	-4	-1	12	-13	10
Cdc42 wt	98	96	99	98	101	102	102	104
Rab2 wt GTP	96	98	99	100	99	100	103	104

17. c1ccc(C2=NN(c3ccccc3)C(c3ccco3)C2)cc1 (stereo not given)
18. Cc1ccc(C(=O)N/N=C\c2ccc(Br)o2)o1
19. COc1ccc(NC(=O)c2cc3nc(-c4ccccc4)cc(C)n3n2)cc1OC
20. Cc1coc2cc3oc(=O)c4c(c3cc12)CCCC4
21. CCOC(=O)C1CCN(C(=O)CNC(=O)OC(C)(C)C)CC1
22. O=C(CCc1ccccc1)NC(NC(=S)Nc1ccc(Br)cc1)C(Cl)(Cl)Cl (stereo not given)
23. COc1ccc(NC(=O)Nc2ccccc2F)cc1Cl
24. O=C(O)CCCNS(=O)(=O)c1cccc2nsnc12

Compound	17	18	19	20	21	22	23	24
HRas wt GTP	93	92	85	102	102	97	95	97
Pf gamet viab	9	/	-25	/	-32	-31	-2	/
Mcl1 Bid PPI	-38	-15	-14	6	-3	5	-18	3
GSH bead fluor	11	34	11	19	13	32	16	16
Avidin fluor	13	11	11	31	37	7	11	8
Rab7 wt modul	99	92	88	101	100	95	95	98
Rac1 act GTP bind	93	89	89	100	99	95	100	97
Rac1 wt modul	94	89	78*	103	103	96	97	96
Mcl1 Noxa PPI	15	/	29	-21	-20	2	17	14
Cdc42 wt	93	94	81	103	103	97	100	96
Rab2 wt GTP	95	90	84	102	101	96	97	98

Among those listed so far, 2 contain two or more sulfur atoms:
14. Cc1ccc2c(c1)-c1c(ssc1=S)C(C)(C)N2C(=O)CSC1=NCCS1
24. O=C(O)CCCNS(=O)(=O)c1cccc2nsnc12

Compound	14	24
HRas wt GTP	101	97
Pf gamet viab	/	/
Mcl1 Bid PPI	-11	3
GSH bead fluor	33	16
Avidin fluor	4	8
Rab7 wt modul	103	98
Rac1 act GTP bind	100	97
Rac1 wt modul	101	96
Mcl1 Noxa PPI	12	14
Cdc42 wt	102	96
Rab2 wt GTP	100	98

The results go on:
25. CC12CCC(C(N)=O)(c3nc4ccccc4nc31)C2(C)C (stereo not given)
26. O=C(NCCN1CCOCC1)C12CC3CC(C1)CC(c1ccccc1)(C3)C2
27. COC(=O)COc1cccc(NS(=O)(=O)c2ccc(NC(C)=O)cc2)c1
28. COCCNCC(=O)Nc1ccc(OC(F)(F)F)cc1
29. CCn1c(=O)cc(OCC(=O)NC(C)c2ccc3c(c2)OCCO3)c2ccccc21 (stereo not given)
30. CCCN(CC1CC1)C(=O)Nc1ccccc1C
31. O=C(N/N=C/c1cccc([N+](=O)[O-])c1)C1CC(=O)N(c2ccc(Cl)cc2)C1 (stereo not given)
32. CCCOC(=O)/C(C(N)=NCc1ccccc1)=C(\O)OCCC

Compound	25	26	27	28	29	30	31	32
HRas wt GTP	103	97	95	99	101	97	96	95
Pf gamet viab	1	-5	-2	-23	/	-13	/	-57
Mcl1 Bid PPI	2	-21	-8	-8	-56	-10	-22	-10
GSH bead fluor	30	10	29	9	50	15	68	12
Avidin fluor	3	11	11	21	7	6	7	25
Rab7 wt modul	103	101	95	109	101	99	96	93
Rac1 act GTP bind	99	95	93	96	98	96	97	97
Rac1 wt modul	106	99	95	95	104	98	99	97
Mcl1 Noxa PPI	-9	3	3	35	-12	7	17	4
Cdc42 wt	105	96	95	99	102	98	98	97
Rab2 wt GTP	105	98	95	100	99	97	96	96

33. Cc1nn(C(C)C(=O)Nc2ccc3c(c2)OCO3)c(C)c1[N+](=O)[O-] (stereo not given)
34. CC(=O)c1ccc(N2CCN(C(=O)c3cc4c(s3)CCCC4)CC2)cc1
35. O=C(NC1=NCCS1)c1cc(-c2cccnc2)nc2ccccc12
36. COc1ccc(C(=O)Nc2ccc(S(=O)(=O)NC(C)=O)cc2)cc1[N+](=O)[O-]
37. S=C(Nc1ccc(Cl)cc1Cl)Nn1cnnc1
38. Cc1ccc(C(=O)NC(NCc2ccco2)C(Cl)(Cl)Cl)cc1 (stereo not given)
39. Cc1cc(C2=CC(C)(c3cc(C)oc3C)Nc3nc(C(F)(F)F)nn32)c(C)o1 (stereo not given)
40. CC(=O)N1CC[n+]2c(-c3ccc(Cl)cc3)csc21

Compound	33	34	35	36	37	38	39	40
HRas wt GTP	96	95	?	96	98	105	98	100
Pf gamet viab	-23	-1	-14	-3	11	-16	/	/
Mcl1 Bid PPI	-3	-35	-11	-3	12	-40	-90	-33
GSH bead fluor	19	15	16	22	10	20	13	19
Avidin fluor	11	9	11	9	10	8	32	4
Rab7 wt modul	96	94	?	95	95	97	95	95
Rac1 act GTP bind	97	95	?	97	96	104	98	99
Rac1 wt modul	97	99	?	95	98	101	97	104
Mcl1 Noxa PPI	-3	5	6	34	29	8	-7	13
Cdc42 wt	94	98	?	95	103	100	97	102
Rab2 wt GTP	97	96	?	95	98	104	96	99

41. CNS(=O)(=O)c1cccc(C(=O)OCC(=O)N2c3ccccc3CC2C)c1 (stereo not given)
42. COC(=O)c1cc2occc2n1CC(=O)N(C)C1CCCCC1
43. Cc1ccc(CS(=O)(=O)CCC(=O)NCCN2CCCC2)cc1
44. CSc1nc2ccc(NC(=O)C3CC(=O)N(Cc4ccccc4)C3)cc2s1 (stereo not given)
45. Cc1ccnc(N2CCC(C(=O)NCc3ccccc3F)CC2)n1
46. C#CCOCCOCCOCCNc1nc(N2CCN(C(=O)[C@H]([C@@H](C)O)n3cc(CCCCN)nn3)CC2)nc(N2CCN(C(=O)[C@H](C)n3cc(CCCN=C(N)N)nn3)CC2)n1
47. CCN1C(=O)/C(=C\C=C2/C=CC=CN2CC)SC1=S
48. O=C(CSc1ccc(Cl)cc1)N1CCC(c2nc3ccccc3s2)CC1
49. NC(=S)Cc1nc2n(n1)Cc1ccccc1-2

Compound	41	42	43	44	45	46	47	48	49
HRas wt GTP	102	98	101	95	97	98	102	99	105
Pf gamet viab	11	5	-12	/	/	/	/	-13	/
Mcl1 Bid PPI	-4	-34	-19	-2	-13	-8	-33	15	-113
GSH bead fluor	11	36	27	21	9	17	5	17	11
Avidin fluor	12	11	11	12	10	8	2	36	16
Rab7 wt modul	102	92	99	100	105	97	104	95	103
Rac1 act GTP bind	100	95	100	99	97	98	100	96	100
Rac1 wt modul	103	95	107	99	98	104	105	99	106
Mcl1 Noxa PPI	9	5	26	6	4	-4	-22	12	3
Cdc42 wt	101	96	103	95	97	101	105	100	108
Rab2 wt GTP	102	94	103	94	99	101	101	96	103
